# NPYLR7 agonist: mosquito NPYLR7 agonism. HEK293T NPYLR7/Galpha15, GCaMP6s calcium fluorescence. activation, % at 10 µM. 270,000 compounds, 0.15% hits; in the data active = activation above about 40%;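 note: 0% = vehicle and 100% = reference agonist at the receptor; some compounds past the cut are filed as inactive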
# mcGAS lum: inhibitors of mouse cGAS | Q8C6L5 | recombinant cGAS, Kinase-Glo ATP depletion luminescence | inhibition, % at 12.5 µM | 160,000 compounds, 0.15% hits;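 note: 0% = negative control wells and 100% = reference inhibitor with no enzyme activity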
# hcGAS lum: human cGAS inhibition; Q8N884; recombinant h-cGAS, ATP depletion, Kinase-Glo luminescence; inhibition, % at 12.5 µM; 290,000 compounds, 0.081% hits;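 note: 0% = vehicle reaction and 100% = reaction without DNA for no activity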
# Target sequence (Q8N884 whole entry, looked up): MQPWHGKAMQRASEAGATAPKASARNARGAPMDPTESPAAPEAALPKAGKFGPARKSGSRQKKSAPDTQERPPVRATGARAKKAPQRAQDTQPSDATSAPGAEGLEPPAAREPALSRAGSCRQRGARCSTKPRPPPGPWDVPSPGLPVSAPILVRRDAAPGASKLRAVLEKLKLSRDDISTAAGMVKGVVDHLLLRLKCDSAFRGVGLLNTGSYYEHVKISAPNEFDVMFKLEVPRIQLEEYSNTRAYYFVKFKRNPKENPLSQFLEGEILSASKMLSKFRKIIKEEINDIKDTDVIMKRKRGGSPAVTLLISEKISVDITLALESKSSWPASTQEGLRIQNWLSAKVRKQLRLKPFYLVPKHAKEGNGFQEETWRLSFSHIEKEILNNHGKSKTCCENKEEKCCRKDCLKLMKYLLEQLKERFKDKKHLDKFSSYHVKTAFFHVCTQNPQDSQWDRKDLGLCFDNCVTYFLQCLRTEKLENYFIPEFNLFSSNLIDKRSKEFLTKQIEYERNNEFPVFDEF
# The depositor's hits bear a star; . = not tested or not shown; & = joins results of further samples; ! = not confirmed by another sample. Cut-off read from the data, not from the text of the source, unless noted: active = inhibition above about 40%; inactive = the rest. Rows are unselected, and some 0.29% of all compounds hit somewhere here.
# Every second line gives: NPYLR7 agonist, mcGAS lum, hcGAS lum
CC(C)Cc1nc(N2CCCN(C(=O)/C=C/c3ccccc3)CC2)c2c(-c3cccc(Oc4ccccc4)c3)noc2n1
    13, -6, -4
CCN(CC)CCn1c2ccccc2n2nc(C)c(C(C)=O)c12
    5, ., -13
Cc1ccccc1C1c2ccsc2CCN1C(C)C(=O)N1CCCN(C(=O)c2cccs2)CC1 (stereo not given)
    1, -3, 1
O=C(O[C@@H]1Cc2c(O)cc(O)cc2O[C@@H]1c1cc(O)c(O)c(O)c1)c1cc(O)c(O)c(O)c1
    -10&-9, ., 73*!
CCOCCOc1nc(-c2ccccc2C)n(-c2cccc(NC(=O)c3ccc(OC)cc3)c2)n1
    5, -5, -1
O=c1c(C=Nc2ccccn2)c(C(F)(F)F)[nH]n1-c1ccccc1
    0, ., 0
CCOC(=O)C1CCCN(C(=O)C2COC3(CCCCC3)N2C(=O)c2ccccc2Cl)C1 (stereo not given)
    15, -5, -1
CC(OC1CCCC1)C(=O)OC(c1nccn1C)C(C)C (stereo not given)
    12, ., -10
COc1cccc(CN(CC(O)COCc2ccccc2)CC2CC(c3ccc(Cl)cc3)=NO2)c1 (stereo not given)
    -2, -8, -9
Cc1noc(CN(C)C(=O)c2cccc(Cn3cccn3)c2)n1
    1, 1, -1
O=C(COc1coc(CN2CCCc3ccccc32)cc1=O)NCc1ccccc1
    -1, -9, -6
CCC(C)OC(=O)C1=C(C)NC2=C(C(=O)CC(c3ccc(Cl)cc3)C2)C1c1ccc(Cl)cc1 (stereo not given)
    0, 2, -1
COc1cccc(CCNc2ncnc3c2nnn3C)c1
    9, ., 0
COc1cc(C)cc2c1OCCC2NC(=O)Nc1ccccc1 (stereo not given)
    1, ., -3
COCC(C)NC(=O)c1cc2c(=O)n(C)c(=O)n(C)c2n1Cc1ccccc1 (stereo not given)
    -2, -9, -6
COc1ccc(CN2CCN(C(=O)c3cc(C)c(C)c(S(N)(=O)=O)c3)CC2)cc1
    10, ., -9
O=C(NCc1ccc2c(c1)OCCO2)C1CCN(S(=O)(=O)c2ccccc2)CC1
    -1, -2, 2
CCCn1nc(C)c(CNc2ccc(Br)cc2)c1C
    -20&2, -16, -9&-8
Cc1ccc2nc(C)c(NC(=O)c3c(F)cccc3F)c(=O)n2c1
    5, ., -12
CC(=O)Nc1cccc(NC(=O)CSc2ncc(CO)n2CC(=O)NC(C)C)c1
    0, ., 7

# Part of the list above in order of number of heavy atoms, largest number first.
# Every second line gives: NPYLR7 agonist, mcGAS lum, hcGAS lum
CC(C)Cc1nc(N2CCCN(C(=O)/C=C/c3ccccc3)CC2)c2c(-c3cccc(Oc4ccccc4)c3)noc2n1
    13, -6, -4
COc1cccc(CN(CC(O)COCc2ccccc2)CC2CC(c3ccc(Cl)cc3)=NO2)c1 (stereo not given)
    -2, -8, -9
Cc1ccccc1C1c2ccsc2CCN1C(C)C(=O)N1CCCN(C(=O)c2cccs2)CC1 (stereo not given)
    1, -3, 1
O=C(O[C@@H]1Cc2c(O)cc(O)cc2O[C@@H]1c1cc(O)c(O)c(O)c1)c1cc(O)c(O)c(O)c1
    -10&-9, ., 73*!
CCOC(=O)C1CCCN(C(=O)C2COC3(CCCCC3)N2C(=O)c2ccccc2Cl)C1 (stereo not given)
    15, -5, -1
O=C(COc1coc(CN2CCCc3ccccc32)cc1=O)NCc1ccccc1
    -1, -9, -6
O=C(NCc1ccc2c(c1)OCCO2)C1CCN(S(=O)(=O)c2ccccc2)CC1
    -1, -2, 2
COCC(C)NC(=O)c1cc2c(=O)n(C)c(=O)n(C)c2n1Cc1ccccc1 (stereo not given)
    -2, -9, -6
Cc1ccc2nc(C)c(NC(=O)c3c(F)cccc3F)c(=O)n2c1
    5, ., -12
COc1cc(C)cc2c1OCCC2NC(=O)Nc1ccccc1 (stereo not given)
    1, ., -3
COc1cccc(CCNc2ncnc3c2nnn3C)c1
    9, ., 0
CCCn1nc(C)c(CNc2ccc(Br)cc2)c1C
    -20&2, -16, -9&-8

# Later entries.
# Every second line gives: NPYLR7 agonist, mcGAS lum, hcGAS lum
Cc1ccc(-n2nc(-c3ccc(Cl)cc3)cc2NC(=O)CCCOc2ccccc2)cc1
    5, -8, -10
Cc1ccc2oc(=O)n(C3CCN(C(=O)c4c(F)cccc4F)CC3)c2c1
    4, -9, -8
Cc1cccc(C2SCC(=O)N(CC(=O)Nc3ccccc3)c3c2c(-c2ccccc2)nn3-c2cccc(C)c2)c1 (stereo not given)
    16, -5, -14
Cc1nn(C)c(Cl)c1S(=O)(=O)N1CCCC(N(C)CCc2ccccn2)C1 (stereo not given)
    18, -10, -4
COCCCN(CC(=O)N(CCc1c[nH]c2ccccc12)Cc1ccccc1)S(=O)(=O)c1cc(Cl)ccc1Cl
    ., -6, -12
Cc1ccc(C=NNc2ncnc3sc4c(c23)CCCC4)c(O)c1
    -4, 0, -1
CN(CCOc1ccccc1Cl)C(=O)CCN1C(=O)c2ccccc2C1=O
    -1, -7, -5
CC(=O)N1CCCN(C(=O)NC(C)c2nncn2C)CC1 (stereo not given)
    1, ., -2
Cc1noc(C)c1CNC(=O)N(C)C(C)c1ccccc1F (stereo not given)
    1, ., -14
Cc1cc(C)c([N+](=O)[O-])c(C)c1C(=O)C[n+]1cccc(Br)c1
    -2, -2, -1
CCOC(=O)c1c(CSC2=NC(C)=C(C(C)=O)C(CC(C)C)C2C#N)oc2ccc(O)cc12 (stereo not given)
    0, ., 2
O=C(NC1CC1)c1ccc(NC(=O)c2ccc(F)cc2Br)cc1
    9, ., -4
C[C@H](C(=O)N[C@H](CO)c1ccccc1)N1Cc2ccc(N3CCOCC3)nc2C1=O
    4, ., -10
CC(C)CC(=O)N[C@H](C(=O)N[C@H](C(=O)N[C@@H](CC(C)C)[C@@H](O)CC(=O)N[C@@H](C)C(=O)N[C@@H](CC(C)C)[C@@H](O)CC(=O)O)C(C)C)C(C)C
    5, ., -4
Cc1cc(Cc2c(O)nc(N)[nH]c2=O)ccc1OC(C)C
    0, -5, -6
CCCCn1c(N)c(NCCC(C)C)c(=O)[nH]c1=O
    3, ., -6
Cc1nc2c(-c3ccccc3)cnn2c(NCC(C)C)c1C
    -2, -8, -5
CC(Cc1cccs1)Nc1ccnc(C(=O)NCc2cccnc2)c1 (stereo not given)
    10, ., -4
COc1ccc(NC(=O)N(CCCN2CCOCC2)CC(=O)N(Cc2ccc3c(c2)OCO3)Cc2ccco2)c(OC)c1
    -7, 0, -3
Cc1nc(SCC(O)CN2CCCCC2)c([N+](=O)[O-])[nH]1 (stereo not given)
    16, -6, -9

# Every second line gives: NPYLR7 agonist, mcGAS lum, hcGAS lum
CCn1c(C)cc(O)c(C(c2cccnc2)N2CCN(c3ccccc3)CC2)c1=O (stereo not given)
    6, ., -12
Cc1c(C(=O)N2CC(C)CC(C)C2)cnc2c(-c3ccc(C(C)C)cc3)cnn12 (stereo not given)
    6, -8, -15
COc1cccc(CSc2nnc(C(C)NC(=O)/C=C/c3ccc([N+](=O)[O-])cc3)n2-c2cc(Cl)ccc2Cl)c1 (stereo not given)
    -1, -2, 0
Cc1cc2nc(NCc3ccccn3)c3ccccc3n2n1
    4, ., -11
CC(C)(C)c1ccc(C(=O)Nc2ccc(-c3nc4ccccc4o3)c(O)c2)cc1
    12, -7, -6
Cc1cccc2c1N(C(=O)c1ccc(S(=O)(=O)N3CCCCC3)cc1)CCC2
    -1, ., -8
COc1cn(-c2ccccc2)nc1C(=O)Nc1ccncc1
    7, ., -7
COC(=O)c1[nH]ncc1CN(C)Cc1cnn(-c2ccc(F)cc2)c1
    -2, ., -3
COc1ccc(-c2noc(CSc3n[nH]c(=O)c4cc(-c5ccco5)nn34)n2)cc1
    ., -8, -1
CCOc1ccc(-c2cc3c(SC)nccn3n2)cc1Cl
    4, -10, -6
C=CCNc1oc(COc2ccc(F)cc2)nc1C#N
    0, ., 3
CCc1ccc(C(C)NC(=O)C(C)N=C2NS(=O)(=O)c3ccccc32)cc1 (stereo not given)
    14, ., -4
CCc1nc2n(n1)C(=O)C(C(c1ccccc1)N1CCC(O)CC1)S2 (stereo not given)
    -5, -8, -9
CCC1=[N+]([O-])C(c2ccccc2)N(O)C1(C)C (stereo not given)
    -5, ., -4
CC(CO)CSC(C)c1ccc(C#N)cc1 (stereo not given)
    17, ., -9
O=S(=O)(NCc1ccccc1)N1CCN(Cc2ccc3c(c2)OCO3)CC1
    4, ., -5
CCc1cc(N2CCOCC2)nc(SCc2ccc(C(=O)NCc3ccco3)cc2)n1
    3, -8, -1
O=C1COc2ccc(C(=O)C[n+]3cccc(O)c3)cc2N1
    4&6, -7&-3, -5&7
C=CCNC(=O)CN1CCN(C(=O)c2oc3ccc(OC)cc3c2C)CC1
    1, ., -3
CN1CCC2(CC1)CN(C(=O)COCC(F)(F)C(F)F)CCN2C
    4, -18, -3

SMILES,NPYLR7 agonist,mcGAS lum,hcGAS lum
Cn1cc(C2CC2C(=O)NCC2(C(N)=O)CCOCC2)cn1 (stereo not given),0,.,-16
CC1CN(C(=O)c2cc3ccccc3cc2NC(=O)C2CC2)CCO1 (stereo not given),-2,-2,2
COc1ccc(-c2ccc(CCC(=O)NCCCn3ccnc3)n2-c2ccc(SC)cc2)cc1,1,-9,-6
O=C(Cc1cccc(N(Cc2ccc(F)cc2)C(=O)c2cccs2)c1)NC1CC1,.,0,4
Cc1cccc2c3c4n(c12)CC1COC4(CCC3)O1 (stereo not given),9,.,-11
C/C=C/C(=O)N1CCC(n2nc(C(=O)OCC)cc2CCC)CC1,3,-7,-7
CC(C)N(CCCNC(=O)c1ccccc1Br)S(C)(=O)=O,4,-4,3
Cc1cccc(N2CCC(NCCSc3ncn[nH]3)CC2)c1,-7,.,-3
Cc1cc(C)nc(N=C(NC(=O)COc2ccc(Cl)cc2)Nc2ccccc2)n1,-6,.,0
Cc1nc(-c2ccc(F)cc2)sc1C(=O)N1CSCC1C(=O)NCCC(C)C (stereo not given),2,.,-11
O=C(C1CCN(S(=O)(=O)c2ccccc2)CC1)N(Cc1c(F)cccc1Cl)C1CC1,6,.,-4
NCCSCc1ccsc1,8,.,-12
CC(C)Oc1nc(-c2ccc(C(F)(F)F)cc2)n(-c2ccc(NC(=O)Cc3ccccc3)cc2)n1,-1,-6,-15
Cc1c(C(=O)N2CCN(S(=O)(=O)c3ccccc3F)CC2)cnn1-c1ccccc1,11,-7,-6
COCCN(CC(=O)N1CCc2sccc2C1c1ccc(C)cc1)C(=O)c1ccccc1Br (stereo not given),-3,0,1

SMILES,NPYLR7 agonist,mcGAS lum,hcGAS lum
Cc1nc2c(OCCC3CCCCC3)cccn2c1N(C)C(=O)CCC1CCCC1,-12,2,1
Cc1ccc(C(=O)N2CCOC(COc3ccc(F)cc3)C2)c(Cl)n1 (stereo not given),-3,-3,0
O=C(NCc1cccs1)c1cccnc1N1CCN(C(=O)c2sccc2Cl)CC1,-6,-6,-3
O=C(CCc1c[nH]c2ccccc12)N1CCN(C(c2ccccc2)c2ccc(F)cc2)CC1 (stereo not given),-14,3,2
O=C1c2nc(-c3cccnc3)ccc2CN1C1(C(=O)NCC2CCOCC2)CC1,12,-9,-5
CC(C)N1CCC(C)(C(=O)Nc2nccc3ccccc23)C1 (stereo not given),5,.,-15
Cc1cccc(Cn2c(Cc3c[nH]c4ccccc34)n[nH]c2=O)c1,3,-10,-2
CC(=O)Oc1c(-c2ccc(NC(=O)C3CCCC3)cc2)c(-c2cccc(N(C)C)c2)nn1-c1ccc(C)cc1,3,-3,-6
Cc1ccc(CN(CC(C)O)C(C)C)s1 (stereo not given),4,-9,-7
CC(C)(C)CN1CC(NC(=O)c2cc(=O)[nH]c3ccc(F)cc23)CC1=O (stereo not given),10,.,-8
COc1ccc(C(=O)N2CCCC(OCc3cccc(C)c3)C2)cc1 (stereo not given),-8,2,3
CCOC(=O)C1(C)CCN1C(=O)c1ccccc1OC (stereo not given),-2,.,-9
Cc1nc(SCC(=O)c2ccc(Cl)cc2)c2c3c(sc2n1)CCC3,-4,-5,-10
O=C(Nc1ccccc1)N1CCN(c2ccc3nnc(C4CC4)n3n2)CC1,1,-8,-5
CCCCCn1c(NC)nc2c1c(=O)[nH]c(=O)n2C,2,.,-10

SMILES,NPYLR7 agonist,mcGAS lum,hcGAS lum
COC(=O)[C@@H]1C[C@@H](NC(=O)c2cc(C(C)C)[nH]n2)CN1C,1,.,-6
CCc1nnc2c3cnn(-c4ccccc4)c3nc(C)n12,5,-3,-2
COc1cc2c(cc1OC)C(C(C)NC(=O)Cc1ccccc1)N(Cc1ccc(F)cc1)CC2 (stereo not given),-3,-5,-2
CCOC(=O)c1c(NC(=O)CSc2ncnc3sccc23)sc2c1CCCCC2,-8,-4,-5
COc1ccccc1-c1onc(C)c1C(=O)NCc1cccs1,2,-6,-2
COc1cc(C=CC(=O)NCCn2c([N+](=O)[O-])cnc2C)ccc1OCc1ccccc1,-7,-3,-9
Cc1n[nH]c(C)c1CN(C)Cc1cn(C)nc1-c1ccc(C2CCCCC2)cc1,2,.,-3
Cc1ccccc1C(c1ncccc1C)N(C)C(=O)C1CCN(CCc2ccc(Br)cc2)CC1 (stereo not given),7,.,3
CC(=O)N1CCC(N(C)Cc2snnc2C)CC1,5,.,-2

# Assay outcomes as filed in PubChem BioAssay.
